CHT PAM = CHT positive allosteric modulators, primary screen, cell-based, membrane potential dye, choline EC20; CHT-expressing cells; stronger effect = higher value; LV-AA mutant CHT in HEK293 cells; B-score at 10 µM; 0.49% of 310,000 active; AID 488977, 2010;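 active = initial fluorescence not abnormally high and integrated response B-score, plate-corrected, over 3 SD above library mean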
Target sequence (Q9GZV3 whole entry, looked up): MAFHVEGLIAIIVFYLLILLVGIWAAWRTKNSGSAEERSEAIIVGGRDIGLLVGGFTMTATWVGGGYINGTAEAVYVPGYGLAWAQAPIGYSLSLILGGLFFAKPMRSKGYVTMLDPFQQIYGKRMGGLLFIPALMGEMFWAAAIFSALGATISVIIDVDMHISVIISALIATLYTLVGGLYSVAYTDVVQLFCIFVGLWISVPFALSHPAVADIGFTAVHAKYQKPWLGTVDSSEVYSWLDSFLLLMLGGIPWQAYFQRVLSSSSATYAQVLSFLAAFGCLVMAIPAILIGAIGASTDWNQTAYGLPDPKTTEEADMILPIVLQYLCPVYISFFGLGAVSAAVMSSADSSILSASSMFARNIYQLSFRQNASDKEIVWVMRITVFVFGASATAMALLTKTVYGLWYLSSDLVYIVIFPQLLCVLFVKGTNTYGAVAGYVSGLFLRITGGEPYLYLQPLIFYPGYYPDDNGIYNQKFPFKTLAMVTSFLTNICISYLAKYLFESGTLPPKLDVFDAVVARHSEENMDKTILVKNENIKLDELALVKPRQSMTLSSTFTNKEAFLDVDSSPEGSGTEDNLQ
OX1R antag-1 = antagonists of human orexin 1 receptor (OX1R). OX1R-expressing cells, FRET antagonist read-out. AID 485270, 2010. 1.8% of 330,000 active. Orexin/Hypocretin receptor type 1 (Homo sapiens), O43613. inhibition, % at 6.6 µM; in the data active = inhibition mostly above about 38%, no sharp cut-off; inactive = mostly below about 40%;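 note: 0% = agonist challenge alone and 100% = reference antagonist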
Target sequence (O43613 whole entry, looked up): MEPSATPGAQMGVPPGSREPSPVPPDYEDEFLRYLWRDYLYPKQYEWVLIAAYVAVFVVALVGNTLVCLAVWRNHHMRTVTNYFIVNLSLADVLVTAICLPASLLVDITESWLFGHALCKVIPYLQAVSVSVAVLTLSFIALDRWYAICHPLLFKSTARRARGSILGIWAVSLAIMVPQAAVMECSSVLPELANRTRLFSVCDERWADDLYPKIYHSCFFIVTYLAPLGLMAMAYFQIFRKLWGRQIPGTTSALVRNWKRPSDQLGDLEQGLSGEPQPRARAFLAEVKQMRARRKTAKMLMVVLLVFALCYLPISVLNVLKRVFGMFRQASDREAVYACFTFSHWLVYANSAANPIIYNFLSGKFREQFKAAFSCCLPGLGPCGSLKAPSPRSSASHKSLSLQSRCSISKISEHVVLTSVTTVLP
OX1R antag-2 = OX1R (HCRTR1) antagonists, primary screen, fluorescence, CHO/OX1R cells, Fluo-8 calcium, orexin A | 0.43% of 330,000 active | Fluo-8 calcium fluorescence | Orexin/Hypocretin receptor type 1 (Homo sapiens), O43613 | AID 434989, 2010 | inhibition, % at 5 µM;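 active = inhibition above its plate's threshold, mean inhibition of all tested compounds on the plate plus 3 SD, cut at about 37% in these data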;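 note: 0% = orexin A challenge wells and 100% = SB-334867-A antagonist wells; not every result past the cut was called active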
The depositor's hits bear a star.

CCN(CC)S(=O)(=O)c1ccc(NCC2COc3ccccc3O2)c([N+](=O)[O-])c1 (centres undefined) was read as CHT PAM inactive, OX1R antag-1 27.5 and OX1R antag-2 -9.7.
`CS(=O)(=O)N(CC(=O)N1CCN(c2ccccc2)CC1)C1CCCCC1` gave CHT PAM inactive, OX1R antag-1 16.6 and OX1R antag-2 -15.6.
O=C(O)Cn1c(=O)c(-c2ccccc2)nc2ccccc21 was read as CHT PAM inactive, OX1R antag-1 32.4 and OX1R antag-2 -7.7.
`CCn1c(=O)c2c3c(sc2n2c(SCc4ccc(F)cc4)nnc12)CCCC3` gave CHT PAM inactive, OX1R antag-1 4.2 and OX1R antag-2 -14.6.
`Cc1nc2ccccc2c(=O)n1Cc1ccc([N+](=O)[O-])cc1` gave CHT PAM inactive, OX1R antag-1 10.9 and OX1R antag-2 -12.3.
`Cc1ccccc1OCc1nnc(SCC(=O)NCc2ccco2)n1C` gave CHT PAM inactive, OX1R antag-1 10.9 and OX1R antag-2 -11.7.
Screening O=C(NCCc1ccccc1)C(=O)NCC1CCCN1S(=O)(=O)c1cccs1 (centres undefined) returned CHT PAM inactive, OX1R antag-1 31.0 and OX1R antag-2 -15.6.
For COc1cccc(CN2CCC(n3nccc3NC(=O)C3CC3)CC2)c1 the results were CHT PAM inactive, OX1R antag-1 11.5 and OX1R antag-2 -22.5.
For COC(=O)[C@H](C(C)C)n1c(C)c(C(C)=O)c(C(C)=O)c1C the results were CHT PAM inactive, OX1R antag-1 9.3 and OX1R antag-2 -3.7.
`CC(=Nc1ccc(C)c(C)c1)C1=C(O)CSC1=O` gave CHT PAM inactive, OX1R antag-1 28.6 and OX1R antag-2 -7.9.
`O=C(CSc1nc2c(sc3ccccc32)c(=O)n1-c1ccccc1)NCc1ccco1` gave CHT PAM inactive, OX1R antag-1 25.9 and OX1R antag-2 -14.7.
COc1cccc(-c2sc3ccc(OC)cc3c2C#CC(C)(C)O)c1 was read as OX1R antag-1 9.4 and OX1R antag-2 -16.9.
`Cc1ccc(CSc2nc3c(c(=O)[nH]2)CCC3)cc1` gave CHT PAM inactive, OX1R antag-1 9.6 and OX1R antag-2 -12.9.
For Cc1cccc(NC(=O)C2CCCN2/C=C/C(=O)C(F)(F)F)c1C (centres undefined) the results were CHT PAM inactive, OX1R antag-1 10.0 and OX1R antag-2 -0.3.
`Cc1cc(C)n(CC(=O)c2ccc(Cl)cc2)n1` gave CHT PAM inactive, OX1R antag-1 13.4 and OX1R antag-2 -22.5.
`O=C(NCCCN1CCOCC1)c1ccc(CSCc2cccc(Cl)c2)o1` gave CHT PAM inactive, OX1R antag-1 0.7 and OX1R antag-2 -17.6.
O=C(CCCN1C(=O)c2ccccc2C1=O)N1CCN(c2ccccn2)CC1 was read as CHT PAM inactive, OX1R antag-1 23.1 and OX1R antag-2 -31.0.
`Cc1cc(C)c(NC(=O)CS(=O)CC(=O)Nc2cccnc2)c(C)c1` (centres undefined) gave CHT PAM inactive, OX1R antag-1 23.2 and OX1R antag-2 -25.5.
`C/C(CC(=O)NC1CCCCC1)=N\NC(=O)Cc1ccc(-c2ccccc2)cc1` gave CHT PAM inactive, OX1R antag-1 8.5 and OX1R antag-2 -15.6.
For COc1ccc(N2CCN(C(=O)COC(=O)c3ccco3)CC2)cc1 the results were CHT PAM inactive, OX1R antag-1 6.7 and OX1R antag-2 -1.4.
O=c1[nH]c(CN2CCCCC2)nc2ccccc12 was read as CHT PAM inactive, OX1R antag-1 15.5 and OX1R antag-2 -0.3.
For CC(=O)N1c2ccc(S(=O)(=O)N3CCCCC3)cc2CC1C(=O)NCc1ccccc1C (centres undefined) the results were CHT PAM inactive, OX1R antag-1 17.3 and OX1R antag-2 -14.3.
For CC(=O)Oc1ccc(C(=O)Nc2ccc3c(c2)OCCO3)cc1 the results were CHT PAM inactive, OX1R antag-1 1.2 and OX1R antag-2 -12.9.
CC1CC(=O)NN=C1c1cccs1 (centres undefined) was read as CHT PAM inactive, OX1R antag-1 40.8 and OX1R antag-2 -8.4.
`O=C(CCC1CC(=O)Nc2ccccc21)NCc1cccnc1` (centres undefined) gave CHT PAM inactive, OX1R antag-1 4.0 and OX1R antag-2 2.7.
For O=C(O)CCCC(=O)N1CCN(C(c2ccccc2)c2ccccc2)CC1 the results were CHT PAM inactive, OX1R antag-1 7.5 and OX1R antag-2 -14.6.
`CC(CCC(C)OC(=O)c1ccccc1C(=O)O)OC(=O)c1ccccc1C(=O)O` (centres undefined) gave CHT PAM inactive, OX1R antag-1 -2.5 and OX1R antag-2 -21.3.
For COCCN(C(=S)Nc1cc(C)cc(C)c1)C(C)c1ccco1 (centres undefined) the results were CHT PAM inactive, OX1R antag-1 8.8 and OX1R antag-2 7.0.
Cc1cc(C)cc(OC(=O)CCN2C(=O)c3ccccc3C2=O)c1 was read as CHT PAM inactive, OX1R antag-1 17.5 and OX1R antag-2 -35.2.
O=C(c1ccc(Oc2ccc([N+](=O)[O-])cc2)cc1)N1CCCCCC1 was read as CHT PAM inactive, OX1R antag-1 17.9 and OX1R antag-2 19.4.
`COc1ccccc1N1CCN(S(=O)(=O)CCNC(=O)C2CCCCC2)CC1` gave CHT PAM inactive, OX1R antag-1 16.2 and OX1R antag-2 -19.9.
CC(C)(C)NC(=O)c1ccc2nsnc2c1 was read as CHT PAM inactive, OX1R antag-1 66.9* and OX1R antag-2 6.2.
`COc1cccc(OCc2cc(C(=O)NC(C)c3cnn(C)c3C)no2)c1` (centres undefined) gave CHT PAM inactive, OX1R antag-1 -0.1 and OX1R antag-2 -11.3.
For Cc1ccc(N2CCOCC2)c2c1C(=O)c1ccccc1C2=O the results were CHT PAM inactive, OX1R antag-1 22.5 and OX1R antag-2 -23.1.
c1ccc2c(c1)nc(N1CCOCC1)c1nnnn12 was read as CHT PAM inactive, OX1R antag-1 8.3 and OX1R antag-2 -9.4.
For CCCC1(CCC)NC(=O)N(CC(=O)Nc2ccccc2OC)C1=O the results were CHT PAM inactive, OX1R antag-1 37.0 and OX1R antag-2 -27.8.
`O=C(NC1CCCC1)c1cc2c(ccc3ccccc32)o1` gave CHT PAM inactive, OX1R antag-1 59.2 and OX1R antag-2 -5.8.
CCCS(=O)(=O)N1CCN(Cc2ccccc2OCC)CC1 was read as CHT PAM inactive, OX1R antag-1 13.4 and OX1R antag-2 -7.6.
For COCCNC(=S)NC1CC2CCCC(C1)N2Cc1ccco1 (centres undefined) the results were CHT PAM inactive, OX1R antag-1 8.3 and OX1R antag-2 4.9.
Screening O=C(CSc1nc2ccccc2c(=O)n1Cc1ccco1)N1CCCC1 returned CHT PAM inactive, OX1R antag-1 17.0 and OX1R antag-2 -36.5.

Ordered by count of non-hydrogen atoms (lowest first): some entries from above
CC(C)(C)NC(=O)c1ccc2nsnc2c1 was read as CHT PAM inactive, OX1R antag-1 66.9* and OX1R antag-2 6.2.
c1ccc2c(c1)nc(N1CCOCC1)c1nnnn12 was read as CHT PAM inactive, OX1R antag-1 8.3 and OX1R antag-2 -9.4.
`O=C(NC1CCCC1)c1cc2c(ccc3ccccc32)o1` gave CHT PAM inactive, OX1R antag-1 59.2 and OX1R antag-2 -5.8.
For Cc1ccc(N2CCOCC2)c2c1C(=O)c1ccccc1C2=O the results were CHT PAM inactive, OX1R antag-1 22.5 and OX1R antag-2 -23.1.
Cc1cc(C)cc(OC(=O)CCN2C(=O)c3ccccc3C2=O)c1 was read as CHT PAM inactive, OX1R antag-1 17.5 and OX1R antag-2 -35.2.
O=C(c1ccc(Oc2ccc([N+](=O)[O-])cc2)cc1)N1CCCCCC1 was read as CHT PAM inactive, OX1R antag-1 17.9 and OX1R antag-2 19.4.
Screening O=C(CSc1nc2ccccc2c(=O)n1Cc1ccco1)N1CCCC1 returned CHT PAM inactive, OX1R antag-1 17.0 and OX1R antag-2 -36.5.
For O=C(O)CCCC(=O)N1CCN(C(c2ccccc2)c2ccccc2)CC1 the results were CHT PAM inactive, OX1R antag-1 7.5 and OX1R antag-2 -14.6.
For CC(=O)N1c2ccc(S(=O)(=O)N3CCCCC3)cc2CC1C(=O)NCc1ccccc1C (centres undefined) the results were CHT PAM inactive, OX1R antag-1 17.3 and OX1R antag-2 -14.3.

The list goes on:
`Cn1c(=O)cc(SCC(=O)N2CCOCC2)c2ccc(Cl)cc21` gave CHT PAM inactive, OX1R antag-1 15.8 and OX1R antag-2 3.5.
CCCCn1c(C(C)NC(=O)c2cccs2)nc2ccccc21 (centres undefined) was read as CHT PAM inactive, OX1R antag-1 22.5 and OX1R antag-2 -19.4.
CCN(Cc1cnn(C)c1)C(=O)CC1C(=O)NCCN1Cc1cccc(OC)c1OC (centres undefined) was read as CHT PAM inactive, OX1R antag-1 3.1 and OX1R antag-2 3.7.
`COc1cc2cc(CN(Cc3cccnc3)C(=O)Nc3ccccc3)c(=O)[nH]c2cc1OC` gave CHT PAM inactive, OX1R antag-1 13.6 and OX1R antag-2 -24.8.
COc1ccc(S(=O)(=O)N2CCCC(C(=O)N3CCOCC3)C2)cc1C (centres undefined) was read as CHT PAM inactive, OX1R antag-1 18.3 and OX1R antag-2 -24.3.
For O=[N+]([O-])c1ccc(N2CCN(CCO)CC2)cc1NCc1ccco1 the results were CHT PAM inactive, OX1R antag-1 28.6 and OX1R antag-2 -4.1.
`O=C(O)CSc1nnc(C2CC2)n1-c1ccccc1` gave CHT PAM inactive, OX1R antag-1 13.0 and OX1R antag-2 -16.8.
`COc1ccc(C(=O)C2CCN(C(=O)c3ccc(OC)cc3)CC2)cc1` gave CHT PAM inactive, OX1R antag-1 7.3 and OX1R antag-2 -13.0.
For CCN(CC)C(=O)CN1C(=O)C(=O)c2ccccc21 the results were CHT PAM inactive, OX1R antag-1 24.5 and OX1R antag-2 -20.6.
Screening CCCCN(CC)CCNC(=O)c1cc2c(=O)n(C)c3ccccc3c2n1C returned CHT PAM inactive, OX1R antag-1 9.3 and OX1R antag-2 -6.8.
For CCCOc1c(Br)cc(C(=O)NCC)cc1OC the results were CHT PAM inactive, OX1R antag-1 18.7 and OX1R antag-2 -12.7.
`COc1ccc(CNC(=O)CN(CC2CCCO2)C(=O)CNS(=O)(=O)c2ccc(C)cc2)cc1` (centres undefined) gave CHT PAM inactive, OX1R antag-1 38.0 and OX1R antag-2 -30.8.
COc1ccc(C(=O)NCC(=O)OCC(=O)Nc2sccc2C#N)cc1OC was read as CHT PAM inactive, OX1R antag-1 6.0 and OX1R antag-2 -17.7.
`Cc1ccccc1NC(=S)Nc1ccc2[nH]c(=O)[nH]c2c1` gave CHT PAM inactive, OX1R antag-1 10.8 and OX1R antag-2 4.7.
Screening Cc1ccc(N=C2CCCN2Cc2ccccc2)c(C#N)c1 returned CHT PAM inactive, OX1R antag-1 6.7 and OX1R antag-2 -28.6.
`COc1ccc2c(-c3ccccc3)cc(=O)[nH]c2c1` gave CHT PAM inactive, OX1R antag-1 6.6 and OX1R antag-2 -11.2.
For O=C(CNS(=O)(=O)c1ccc(Br)s1)NC1CCCc2ccccc21 (centres undefined) the results were CHT PAM inactive, OX1R antag-1 11.8 and OX1R antag-2 -30.0.
Screening CN1CCN(C2=C(Cl)C(=O)N(C3CCCCC3)C2=O)CC1 returned CHT PAM inactive, OX1R antag-1 7.7 and OX1R antag-2 -8.7.
For O=C(CNC(=O)c1ccc(Cl)cc1)OCC(=O)c1ccc2c(c1)OCCO2 the results were CHT PAM inactive, OX1R antag-1 18.5 and OX1R antag-2 -23.1.
CC1(C)Cc2c(sc3nc(N/N=C/c4ccccc4)[nH]c(=O)c23)CO1 was read as CHT PAM inactive, OX1R antag-1 5.0 and OX1R antag-2 -11.4.
Cc1ccc(S(=O)(=O)N2CCNC(=O)CC2)cc1 was read as CHT PAM inactive, OX1R antag-1 2.0 and OX1R antag-2 2.2.
Screening CC(C)(C)n1nc2c(c1NC(=O)c1ccc(S(=O)(=O)N3CCCC3)cc1)CSC2 returned CHT PAM inactive, OX1R antag-1 -2.4 and OX1R antag-2 -18.0.
COCCNc1nc(-c2cc(C(=O)Nc3ccccc3)on2)cc(C(C)C)n1 was read as CHT PAM inactive, OX1R antag-1 8.7 and OX1R antag-2 -25.5.
C=CCOC(=O)C1=C[C@H](c2ccc3c(c2)OCO3)C[C@H](OCCCCO)O1 was read as CHT PAM inactive, OX1R antag-1 17.9 and OX1R antag-2 -3.9.
Screening O=C(COc1ccccc1)N1CCN(C(=O)COc2ccccc2)CC1 returned CHT PAM inactive, OX1R antag-1 6.5 and OX1R antag-2 -13.3.
`Cc1ccc(CNC(=O)c2cc3c(=O)n4ccccc4nc3n(Cc3ccco3)c2=N)cc1` gave CHT PAM inactive, OX1R antag-1 45.8 and OX1R antag-2 -32.6.
`Cc1cc(N2CCOCC2)nc2ccccc12` gave CHT PAM 6.46*, OX1R antag-1 15.1 and OX1R antag-2 -27.4.
For O=C(O)c1ccc(CNCc2ccc(F)cc2)cc1 the results were CHT PAM inactive, OX1R antag-1 11.1 and OX1R antag-2 -9.4.
`CC1CCCC(C)N1S(=O)(=O)c1ccc(NC(=O)CCn2cnc3ccccc3c2=O)cc1` (centres undefined) gave CHT PAM inactive, OX1R antag-1 8.7 and OX1R antag-2 -22.8.
O=C(NCc1ccc(F)cc1)c1ccncc1 was read as CHT PAM inactive, OX1R antag-1 9.6 and OX1R antag-2 -27.0.
Cn1c(=O)c2c3c(sc2n2c(SCc4ccccc4)nnc12)CCCC3 was read as CHT PAM inactive, OX1R antag-1 3.4 and OX1R antag-2 -7.9.
Screening O=C(CCNS(=O)(=O)c1ccccc1C(F)(F)F)NCCCc1ccccc1 returned OX1R antag-1 4.2 and OX1R antag-2 -6.3.

Compounds were not picked by outcome; 2.5% or so of the library scored in one or more.
